UGM FP inh = inhibitors of M. tuberculosis UDP-galactopyranose mutase. P9WIQ1. purified UGM, fluorescence polarization probe displacement. inhibition, % at 10 µM. 0.06% of 320,000 active; in the data active = inhibition above about 10%, passing the limit was not always enough
BioA inh = BioA (M. tuberculosis) enzyme inhibition; purified M. tuberculosis BioA enzyme, plate reader; inhibition, % at 9.99 µM; 0.096% of 360,000 active; AID 602481; in the data active = inhibition above about 40%
GDH-TPI counter = counter-screen for M. tuberculosis FBA inhibitors: GDH-TPI coupled enzymes; GDH-TPI coupled enzyme counterscreen, NADH absorbance; inhibition, % at 4.8 µM; 1.2% of 360,000 active; AID 588335; in the data active = inhibition above about 30%;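 also: 0% = DMSO wells and 100% = wells lacking the enzyme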
Yp Topo-I inh = inhibitors of Yersinia pestis topoisomerase I. Y. pestis Topo-I cleavage product accumulation, plate reader. activity, % at 10 µM. 0.064% of 360,000 active; in the data active = activity above about 50%, passing the limit was not always enough; also: inactives centre near 2
TcdB GH inh = TcdB glycohydrolase inhibition | P18177 | TcdB glycohydrolase enzymatic assay, plate reader | inhibition, % at 9.99 µM | 0.24% of 350,000 active | AID 652162; in the data active = inhibition above about 10%
Target sequence (P18177 whole entry, looked up): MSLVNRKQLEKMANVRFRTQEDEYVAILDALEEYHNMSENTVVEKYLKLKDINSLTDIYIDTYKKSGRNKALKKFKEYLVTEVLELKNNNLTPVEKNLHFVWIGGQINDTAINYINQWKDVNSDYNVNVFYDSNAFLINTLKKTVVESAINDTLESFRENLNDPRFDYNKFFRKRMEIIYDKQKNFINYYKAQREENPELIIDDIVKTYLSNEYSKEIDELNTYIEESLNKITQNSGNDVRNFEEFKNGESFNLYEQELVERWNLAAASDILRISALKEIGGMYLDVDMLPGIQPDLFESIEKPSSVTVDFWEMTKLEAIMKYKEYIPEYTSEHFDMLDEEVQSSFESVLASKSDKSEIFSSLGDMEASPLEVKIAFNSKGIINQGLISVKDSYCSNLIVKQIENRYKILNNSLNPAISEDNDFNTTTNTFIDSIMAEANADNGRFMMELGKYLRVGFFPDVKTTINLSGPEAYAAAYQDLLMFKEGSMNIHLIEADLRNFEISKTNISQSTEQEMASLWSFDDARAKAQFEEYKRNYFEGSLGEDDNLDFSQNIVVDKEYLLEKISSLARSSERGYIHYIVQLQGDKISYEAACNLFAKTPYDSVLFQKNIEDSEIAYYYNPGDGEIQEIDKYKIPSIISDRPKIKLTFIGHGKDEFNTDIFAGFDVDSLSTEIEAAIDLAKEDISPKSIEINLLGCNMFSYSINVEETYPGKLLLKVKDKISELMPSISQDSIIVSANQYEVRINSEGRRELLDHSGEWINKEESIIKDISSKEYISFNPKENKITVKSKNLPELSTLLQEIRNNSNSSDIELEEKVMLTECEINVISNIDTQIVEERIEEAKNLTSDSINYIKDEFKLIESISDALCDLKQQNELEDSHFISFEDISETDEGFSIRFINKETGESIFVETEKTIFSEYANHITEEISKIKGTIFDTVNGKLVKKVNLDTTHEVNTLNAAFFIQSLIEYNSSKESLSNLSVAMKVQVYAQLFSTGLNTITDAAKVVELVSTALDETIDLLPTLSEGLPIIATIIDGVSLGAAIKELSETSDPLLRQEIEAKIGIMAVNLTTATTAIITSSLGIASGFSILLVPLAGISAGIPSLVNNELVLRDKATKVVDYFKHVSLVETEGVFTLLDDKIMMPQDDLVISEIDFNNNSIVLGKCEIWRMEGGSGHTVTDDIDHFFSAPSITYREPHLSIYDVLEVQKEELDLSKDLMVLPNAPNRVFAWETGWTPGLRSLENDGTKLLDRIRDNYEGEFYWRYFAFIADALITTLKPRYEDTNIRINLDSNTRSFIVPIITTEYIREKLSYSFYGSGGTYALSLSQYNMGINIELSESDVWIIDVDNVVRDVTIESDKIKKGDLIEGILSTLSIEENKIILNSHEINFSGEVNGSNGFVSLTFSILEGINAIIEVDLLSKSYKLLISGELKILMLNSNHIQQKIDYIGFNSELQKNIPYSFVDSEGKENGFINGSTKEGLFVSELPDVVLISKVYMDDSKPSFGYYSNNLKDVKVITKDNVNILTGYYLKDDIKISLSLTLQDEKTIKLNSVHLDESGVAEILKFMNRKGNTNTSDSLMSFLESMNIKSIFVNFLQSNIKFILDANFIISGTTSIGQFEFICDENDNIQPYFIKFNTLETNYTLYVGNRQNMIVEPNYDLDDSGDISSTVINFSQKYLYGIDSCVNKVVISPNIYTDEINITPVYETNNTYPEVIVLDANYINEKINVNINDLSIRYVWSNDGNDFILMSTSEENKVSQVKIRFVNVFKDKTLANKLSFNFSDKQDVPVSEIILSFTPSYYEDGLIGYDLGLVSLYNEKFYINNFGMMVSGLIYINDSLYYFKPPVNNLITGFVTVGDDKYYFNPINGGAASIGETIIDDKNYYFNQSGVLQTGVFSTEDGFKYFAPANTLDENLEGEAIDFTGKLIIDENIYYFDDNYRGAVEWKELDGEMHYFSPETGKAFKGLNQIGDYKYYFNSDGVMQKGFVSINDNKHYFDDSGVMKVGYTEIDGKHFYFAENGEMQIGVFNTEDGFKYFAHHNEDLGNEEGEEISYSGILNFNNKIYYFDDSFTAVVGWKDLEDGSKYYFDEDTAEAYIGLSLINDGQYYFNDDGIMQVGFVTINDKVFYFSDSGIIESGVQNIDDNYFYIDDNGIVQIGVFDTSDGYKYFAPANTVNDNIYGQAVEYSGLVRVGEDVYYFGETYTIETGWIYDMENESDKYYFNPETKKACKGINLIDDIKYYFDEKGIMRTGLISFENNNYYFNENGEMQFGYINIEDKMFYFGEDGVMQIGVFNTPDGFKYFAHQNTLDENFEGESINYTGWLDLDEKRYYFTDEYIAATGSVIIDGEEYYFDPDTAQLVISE
FadD28 FP inh = inhibitors of Mycobacterium tuberculosis FadD28 bisubstrate binding. FadD28 bisubstrate probe binding, fluorescence polarization. inhibition, % at 12.5 µM. 0.22% of 360,000 active; in the data active = inhibition above about 8.5%, passing the limit was not always enough
PfHsp40 rescue = rescue of PfHsp40-mediated yeast toxicity | S. cerevisiae expressing PfHsp40, growth rescue, ATP luminescence | 0.68% of 340,000 active | growth rescue, % at 12.5 µM; in the data active = growth rescue above about 28%, passing the limit was not always enough;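 also: yeast W303a lacking pdr1 and pdr3 grown in galactose medium; growth measured after three days at 30 °C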
Vc quorum ag = inducers of Vibrio cholerae quorum light production without autoinducers | V. cholerae BH1578 lux reporter, luminescence, 6 h | activation, % at 18.7 µM | 0.16% of 350,000 active | AID 588436; in the data active = activation mostly above about 9.7%, no sharp cut-off; also: not every result past the cut was called active; inactives centre near 0; reference of the scale not given here
FBA Mtb inh = Mtb fructose-bisphosphate aldolase inhibition; 2.3% of 360,000 active; purified M. tuberculosis FBA, fluorescence read-out; inhibition, % at 1 µM; AID 588726; in the data active = inhibition above about 27%;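 also: 0% = vehicle and 100% = reference inhibitor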
Active calls of the source: *; i = inactive; . = not tested or not shown; + = active, no number; & = joins results of further samples. An unsorted share of the library; overall some 4.6% were active at least once.

SMILES | UGM FP inh | BioA inh | GDH-TPI counter | Yp Topo-I inh | TcdB GH inh | FadD28 FP inh | PfHsp40 rescue | Vc quorum ag | FBA Mtb inh
COc1c(Cl)cc(-c2noc(C)c2C(=O)NCc2ccccc2)cc1Cl | 0.7 | 0.6 | 3 | 0 | -1.9 | -2.1 | -0.9 | -0.2 | 1
Cc1ccc(NC(=O)CN2C(=O)N/C(=C/c3ccc4c(c3)OCCO4)C2=O)cc1 | -1.8 | -0.4 | 15 | 8 | 0.5 | 0.9 | 0.3 | -0.4 | 0
O=C(O)C(Cc1ccccc1)N1CCS(=O)(=O)CC1 (stereo unspecified) | 3.9 | . | -6 | 2 | -0.3 | 0.7 | . | -0.7 | 9
C=CCN1C(=O)NC(=O)/C(=C/c2cc3c4c(c2)CCCN4CCC3)C1=O | -0.3 | . | -4 | 1 | -0.3 | -3.8 | -0.7 | -0.2 | 0
CC(=O)NC(c1ccccc1)c1nc(-c2ccc(F)c(Cl)c2)cs1 (stereo unspecified) | . | 0.0 | 8 | 13 | 1.3 | -4.0 | . | -0.6 | -2
CCCc1nc2c3ccccc3ccn2c1Cc1ccc(OC)cc1C | . | -1.8 | . | . | 1.9 | -3.3 | . | . | 9
COc1ccc(NC(=O)CN2C(=O)CSC(C)C2=O)cc1 (stereo unspecified) | -3.0 | . | 4 | -1 | 0.8 | -2.9 | -0.2 | -0.1 | -1
Cc1ccc(S(=O)(=O)N2CCCCC2)cc1NC(=O)COC(=O)CN1C(=O)NC2(CC(C)CC(C)(C)C2)C1=O (stereo unspecified) | . | 0.4 | -3 | 2 | 0.6 | -3.3 | 1.0 | 3.8 | -3
CCn1c(COc2cccc3cccnc23)nnc1SCC(=O)OC | 2.0 | . | -6 | 2 | 1.3 | -4.3 | -1.9 | -0.2 | 4
CCN(CC)C(=S)NC(=O)c1ccc(Cl)cc1Cl | -0.4 | 0.2 | -7 | 7 | . | -4.5 | 0.4 | -5.0 | -4
Cc1cc(Nc2cccc(F)c2)nc(N2CCOCC2)n1 | -0.8 | 3.5 | 8 | -8 | 3.9 | 0.9 | -0.1 | -0.6 | -2
CCc1ccc(NC(=O)c2sc3nc(C)nc(N4CCN(c5ccccn5)CC4)c3c2C)cc1 | -1.9 | -0.6 | 13 | 41 | 1.5 | -0.8 | 2.3 | i | -2
COc1ccc(CCNC(=O)COc2cc(O)c3c(c2)OC(C)(C)CC3=O)cc1 | 0.9 | -1.2 | 5 | 19 | 1.2 | -2.3 | 3.4 | -0.5 | -1
Cc1ccc(NC2CCCN(C(=O)c3cn4cc(Cl)ccc4n3)C2)cc1C (stereo unspecified) | -2.2 | 2.0 | 0 | 15 | 2.4 | 1.1 | -1.7 | 0.0 | 2
O=C(COC(=O)Cc1ccccc1[N+](=O)[O-])NCc1ccc(F)cc1 | -1.6 | 3.5 | 4 | 1 | 0.4 | 0.0 | -1.1 | -0.3 | 3
O=C(CNC(=O)c1ccc(Cl)cc1)OCCCOC(=O)CNC(=O)c1ccc(Cl)cc1 | 1.9 | 1.1 | 3 | 18 | 1.4 | -5.1 | 0.0 | -0.5 | 3
O=C(N=C1SC2CS(=O)(=O)CC2N1Cc1ccc(Cl)cc1)C1CCCO1 (stereo unspecified) | 1.6 | -1.5 | 5 | -3 | 0.2 | 0.1 | -0.7 | -0.6 | 0
Nc1nccnc1C(=O)OCC(=O)Nc1cccc(S(=O)(=O)N2CCCCC2)c1 | 2.3 | -0.8 | 5 | 4 | . | -1.7 | -1.8 | i | 7
CC(/C=C/c1ccccc1)=N/NC(=O)c1nc2nc(C)cc(C)n2n1 | 2.0 | -0.8 | 5 | -9 | -2.0 | -2.7 | -1.5 | -0.5 | -2
CN(Cc1nc2ccccc2c(=O)[nH]1)C(=O)c1cccc(S(=O)(=O)N2CCc3ccccc32)c1 | -2.5 | -1.7 | 3 | 4 | -0.1 | . | -0.4 | -2.9 | 0
CC(C)CNC(=O)NC(=O)COC(=O)Cn1cnc2ccccc2c1=O | 1.5 | . | 4 | -2 | 0.7 | 0.6 | -1.6 | -0.4 | 13
CCN(C(=O)c1ccc2c(=O)n3c(nc2c1)CCCCC3)c1ccc(F)cc1 | -1.0 | 8.5 | 2 | -1 | 1.0 | -0.8 | 0.4 | -0.2 | 1
CCCc1cc(=O)[nH]c(SCC(=O)N2CCN(c3ccccc3)CC2)n1 | 0.3 | -0.7 | 12 | 10 | -0.5 | 0.5 | -1.8 | i | 1
Fc1cccc(CNCc2ccc3c(c2)OCO3)c1 | -0.1 | 5.5 | -1 | 0 | -0.6 | -2.2 | -0.3 | -0.2 | 4
COc1ccc(OC)c(N(CC(=O)N2CCC(C)CC2)S(=O)(=O)c2ccc(OC)c(OC)c2)c1 | -3.4 | -1.1 | -4 | 8 | . | 1.1 | 2.9 | -0.2 | 4

Brought forward from above: 3 compounds, followed by the next part.
SMILES | UGM FP inh | BioA inh | GDH-TPI counter | Yp Topo-I inh | TcdB GH inh | FadD28 FP inh | PfHsp40 rescue | Vc quorum ag | FBA Mtb inh
CCCc1cc(=O)[nH]c(SCC(=O)N2CCN(c3ccccc3)CC2)n1 | 0.3 | -0.7 | 12 | 10 | -0.5 | 0.5 | -1.8 | i | 1
Fc1cccc(CNCc2ccc3c(c2)OCO3)c1 | -0.1 | 5.5 | -1 | 0 | -0.6 | -2.2 | -0.3 | -0.2 | 4
COc1ccc(OC)c(N(CC(=O)N2CCC(C)CC2)S(=O)(=O)c2ccc(OC)c(OC)c2)c1 | -3.4 | -1.1 | -4 | 8 | . | 1.1 | 2.9 | -0.2 | 4
CC1CCCN(Cc2nc(Cc3ccccc3Cl)no2)C1 (stereo unspecified) | 1.5 | . | 1 | 5 | 0.4 | -1.2 | -1.2 | -0.1 | 5
CCOC1=NC(C(=O)O)c2ccccc2/C(=C(/C)Cl)N1 (stereo unspecified) | 0.4 | 0.2 | 3 | -2 | . | -1.2 | -0.3 | . | 4
CS(=O)(=O)N1CCN(C(=O)Nc2ccccc2)CC1 | -0.3 | 1.5 | 3 | 7 | -1.2 | 2.7 | 1.5 | 0.0 | 5
CCOC(=O)c1nn(C23CC4CC(CC(C4)C2)C3)c2c1C(=O)N(c1ccc(C)cc1)C2=O | 0.3 | . | 3 | 36 | . | -0.9 | 1.3 | i | 2
Cc1ccc(S(=O)(=O)NN=C2C3CC4CC(C3)CC2C4)cc1 | -0.3 | . | 0 | 9 | 0.8 | -1.1 | 0.3 | -0.3 | 0
O=C(NCc1cccc(Cl)c1)c1ccc(-c2ccc(F)c(F)c2)c2ccoc12 | . | 0.3 | 4 | 18 | -7.6 | -4.4 | . | -0.5 | -1
Oc1ccc(/C=N/N2CCN(c3ccccn3)CC2)cc1 | 1.3 | -2.3 | -4 | 1 | 13* | -0.4 | 0.3 | -4.8 | -5
O=C1C(=O)N(c2ccccc2)P(=O)(N(CCCl)CCCl)N1c1ccccc1 | . | -1.5 | 10 | 0 | 0.5 | -3.7 | 1.6 | -1.7 | -2
O=C(Nc1ccc(Cl)cc1)N1CCN(c2ccc3nnc(-c4ccc(F)cc4)n3n2)CC1 | 3.1 | -1.6 | 5 | 17 | . | -3.9 | -1.1 | i | 0
CC(C)c1ccc(NC(=O)C2CCC(CNC(=O)[C@@H]3Cc4ccccc4CN3)CC2)cc1 (stereo partly specified) | 5.8 | -1.5 | 6 | 13 | -0.2 | -2.4 | 0.3 | i | 1
Cc1ncc(CN2CCCC(CCC(=O)NCc3ccccc3F)C2)s1 (stereo unspecified) | -3.6 | . | 0 | 0 | 0.8 | -0.9 | -0.8 | -0.9 | 3
O=[N+]([O-])c1ccc(/C=N/NC(=S)Nc2ccc(Cl)cc2Cl)s1 | -1.1 | 0.0 | 15 | -13 | 0.8 | -3.2 | 240* | -0.2 | -4
COc1ccc(NC(=O)c2ccc(NC(=O)CN3CCN(c4ccc(O)cc4)CC3)cc2)cc1 | . | -0.5 | 1 | -3 | 1.6 | -2.0 | 1.4 | i | -1
COc1ccc(/C=C(\C#N)C(=O)OCC(=O)NC(C)c2ccccc2)cc1 (stereo unspecified) | 1.2 | . | 12 | -1 | 0.6 | 0.3 | 1.4 | -0.3 | -4
CC(=O)c1ccc(NC(=S)NCCc2cccc(Cl)c2)cc1 | 0.7 | . | 6 | -12 | -0.2 | -3.9 | 0.3 | i | 1
CC1CCC(NC(=O)c2cc(C3CC3)nn2-c2ccccc2)CC1 (stereo unspecified) | -2.0 | -2.0 | 7 | 40 | -0.1 | -1.1 | 0.9 | i | +
CCCCCC(=O)N1C[C@@H](O)[C@H](n2cc(-c3ccc(F)cc3)nn2)C[C@@H]1c1ccc(OC)cc1 | . | . | 1 | -2 | -0.1 | -2.2 | . | -0.3 | 1
CCCC(=O)Nc1ccc(C#Cc2ccccc2)cc1 | -1.0 | -1.9 | -3 | 5 | . | -2.7 | -0.5 | i | 4
Cc1cc(=O)n2c(nc3ccccc32)s1 | . | 0.8 | 5 | -3 | 0.3 | 0.6 | . | 0.5 | -2
C[C@@H]1CN([C@@H](C)CO)S(=O)(=O)c2ccc(Br)cc2O[C@@H]1CN(C)S(=O)(=O)c1cn(C)cn1 | . | -2.3&-0.7 | 10 | 5 | 0.6&-0.2 | 0.2 | . | -2.1 | 0
COc1ccccc1C(=O)NCCCNC(=O)c1ccccn1 | -0.3 | -1.6 | 3 | 1 | 1.8 | -0.5 | -0.1 | -4.0 | 5
Cc1ccc(C)c2sc(N)nc12 | -1.1 | . | 3 | 5 | 1.6 | -1.7 | -0.3 | -0.3 | 2
Cc1ccc(C)c(N2CCN(CC(=O)Nc3ccc([N+](=O)[O-])cc3C(=O)Nc3ccccc3F)CC2)c1 | -1.8 | . | 7 | 0 | . | -0.3 | -0.5 | 2.4 | -1
CCCNC(=O)c1ccc(N2CC3CC(C2)c2cccc(=O)n2C3)c(NC(=O)Nc2ccc(CC)cc2)c1 (stereo unspecified) | -1.1 | 1.2 | -2 | 14 | -0.8 | -2.1 | -0.3 | 0.9 | 0
COc1cc(-c2cc(-c3ccccc3)nc(SCC(=O)O)c2C#N)cc(OC)c1OC | -0.7 | 22 | 16 | 4 | 0.1 | -0.2 | -0.7 | i | 4
Further results follow.
SMILES | UGM FP inh | BioA inh | GDH-TPI counter | Yp Topo-I inh | TcdB GH inh | FadD28 FP inh | PfHsp40 rescue | Vc quorum ag | FBA Mtb inh
Cc1ccccc1C(=O)NNC(=O)CSc1nnc(C)n1-c1ccccc1 | 1.1 | . | 5 | 4 | -1.0 | -1.6 | -0.7 | i | 2
CCOC(=O)C(C(=O)OCC)C(CC(=O)C1CC1)c1ccccc1 (stereo unspecified) | 2.1 | 0.8 | -8 | -7 | . | -3.9 | 1.3 | -0.3 | -1
Cc1cccc(NC(=O)c2cccc(NC(=O)c3ccco3)c2)c1C | 1.7 | 0.7 | -2 | -5 | -1.0 | -5.4 | 0.0 | -0.5 | -4
C=CCc1cc(OC)ccc1OCCN(C)Cc1ccccc1 | 5.1 | . | -3 | 8 | 0.8 | -2.0 | 2.5 | -0.1 | 2
CNC(=O)COc1coc(CN2CCN(C(=O)c3ccco3)CC2)cc1=O | -2.1 | -0.7 | 6 | -5 | 4.4 | -1.2 | 0.1 | -1.7 | -3
CCOC(=O)CCc1nc2ccccc2[nH]1 | -1.3 | -0.6 | 6 | 9 | 1.7 | -1.4 | -0.7 | i | -1
Cc1ccc(C)c(NC(=O)C[n+]2ccccc2)c1 | -0.2 | -1.1 | 13 | -1 | 0.8 | -2.1 | -0.9 | i | -2
CC(C)(Oc1ccc(Cl)cc1)C(=O)O | 4.5 | 0.1 | 0 | -8 | 1.5 | -4.1 | -2.2 | -3.6 | 0
Cc1ccc2oc(=O)c(-c3ccc(O)cc3)c(C)c2c1 | 5.0 | 0.9 | 4 | 13 | -1.2 | -2.9 | 4.4 | -5.5 | 0
Cc1ccc(-c2cc(N)n(-c3ccc(C)cc3)n2)cc1 | 0.8 | 0.0 | 0 | -4 | . | -1.6 | 1.5 | i | 3

Some entries already given, limited to Yp Topo-I inh, UGM FP inh and BioA inh:
Structure | Yp Topo-I inh | UGM FP inh | BioA inh
Cc1ccccc1C(=O)NNC(=O)CSc1nnc(C)n1-c1ccccc1 | 4 | 1.1 | .
CCOC(=O)C(C(=O)OCC)C(CC(=O)C1CC1)c1ccccc1 (stereo unspecified) | -7 | 2.1 | 0.8
Cc1cccc(NC(=O)c2cccc(NC(=O)c3ccco3)c2)c1C | -5 | 1.7 | 0.7

From PubChem
